PKA-R1A activ: activates the PKA-R1A holoenzyme complex. P00514+P68181. PKA-R1A dissociation, Cy5-IP20 fluorescence polarization; scaled: DMSO 0%, 113 µM cGMP 100%. activation, % at 11.4 µM. actives 0.083% (n = 340,000);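 active = percent activation above the mean of all tested compounds plus 3 SD, cut at about 19% in these data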;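 also: higher means more PKAc released from R1A so a rise in polarization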
OPRM1-OPRD1 ag: agonists of human mu-delta opioid receptor heterodimerization. activation, % at 9.3 µM. actives 0.3% (n = 340,000). cells, OPRM1-OPRD1 heterodimerization, luminescence. P35372+P41143; in the data active = activation above about 18%;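 also: 0% = vehicle-treated cells and 100% = reference agonist; values of inactives mirror those of a sister screen read the other way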
Ecoli viability: bacterial growth inhibition, counter-screen for AddAB inhibitors; E. coli V3065 growth, OD600 absorbance, 18 h; inhibition, % at 11.9 µM; actives 0.27% (n = 330,000); AID 449728;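 active = inhibition above the campaign's mean inhibition across all tested compounds plus 3 SD, cut at about 9.9% in these data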;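 also: uninfected addAB+ strain grown without phage in ampicillin broth; 0% = DMSO wells and 100% = ciprofloxacin 0.95 µg/ml wells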
phage Ecoli inh: E. coli growth loss with phage present. growth absorbance. inhibition, % at 11.9 µM. actives 0.26% (n = 360,000). AID 651602; in the data active = inhibition above about 11%
OPRM1-OPRD1 inv: mu-delta opioid heterodimer inverse agonism; P35372+P41143; cell-based MOR-DOR heterodimer luminescence; inhibition, % at 9.3 µM; actives 0.21% (n = 340,000); in the data active = inhibition above about 22%, passing the limit was not always enough;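 also: 0% = cells with DMSO and 100% = wells without cells with DMSO; values of inactives mirror those of a sister screen read the other way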
PKA-R2B act: PKA-R2B complex activation. P22694+P31323. PKA-R2B holoenzyme dissociation, Cy5-IP20 fluorescence polarization; R2B truncated from residue 108, S112A mutant; 0% DMSO only, 100% 113 µM cGMP. activation, % at 11.4 µM. actives 0.079% (n = 340,000);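 active = activation above a cutoff set at the mean over all compounds plus 3 SD, cut at about 18% in these data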;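 also: higher means more holoenzyme dissociation and a rise in polarization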
Target sequence (P31323 whole entry, looked up, other chains not shown, the tested form may be a part): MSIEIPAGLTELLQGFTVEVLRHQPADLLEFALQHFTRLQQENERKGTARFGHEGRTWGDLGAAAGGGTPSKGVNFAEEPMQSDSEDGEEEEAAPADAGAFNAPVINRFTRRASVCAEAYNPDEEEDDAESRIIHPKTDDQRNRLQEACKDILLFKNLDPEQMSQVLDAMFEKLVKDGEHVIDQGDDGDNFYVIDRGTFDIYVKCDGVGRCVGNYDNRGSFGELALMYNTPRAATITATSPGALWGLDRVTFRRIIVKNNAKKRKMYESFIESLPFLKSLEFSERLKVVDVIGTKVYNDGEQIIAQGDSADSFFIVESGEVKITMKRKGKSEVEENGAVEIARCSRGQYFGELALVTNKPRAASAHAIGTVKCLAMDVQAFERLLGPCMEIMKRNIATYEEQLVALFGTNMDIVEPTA
Tat export inh: E. coli Tat transport inhibition; actives 0.036% (n = 340,000); E. coli MC4100 TorA-mCherry Tat export, fluorescence; inhibition, % at 10 µM; AID 488895;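 active = mean replicate inhibition at least 50% and at least half of replicates individually reaching 50%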;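 also: exported cargo escapes ClpAP degradation while cytoplasmic cargo is degraded and loses fluorescence; 0% = median of neutral control wells and 100% = median of NaSCN control wells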
AddAB inh: less growth of phage-infected E. coli with AddAB. inhibition, % at 11.9 µM. AID 435030. actives 0.29% (n = 330,000). E. coli expressing H. pylori AddAB, absorbance growth; in the data active = inhibition above about 12%;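 also: 0% = vehicle wells of infected cells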
Mot1-301 SUMO: blocks SUMOylation pathway, rescuing yeast Mot1-301 growth; S. cerevisiae Mot1-301 growth rescue, ATP luminescence, 38.5C; percent above DMSO median, 100 means doubled; growth rescue, % at 18.8 µM; actives 1% (n = 320,000);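 active = every valid replicate shows activation above 250% relative to neutral control wells; inactive = the rest, any valid replicate at or below 250%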;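 also: OY570 slx delta 5 strain wells were the positive control but not used for scaling; some compounds called inactive have numbers as strong as hits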
PfHsp90 yeast 2: growth inhibition of yeast expressing Plasmodium Hsp90 | S. cerevisiae expressing PfHsp90, BacTiter-Glo ATP, 48 h; yeast lacking PDR1 and PDR3 efflux regulators | actives 0.32% (n = 310,000) | inhibition, % at 9.4 µM;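 active = every replicate shows inhibition above about 80%, whatever the replicate mean, limit read from the data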;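 also: 0% = DMSO neutral controls and 100% = 20 µM radicicol positive controls; yeast relying on Plasmodium falciparum Hsp90 in place of its own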
HTR5A inv ag: counter-screen for OPRM1-OPRD1 inverse agonists: human HTR5A inverse agonism | HTR5A cell line, luminescence | inhibition, % at 9.3 µM | actives 0.083% (n = 340,000) | AID 504634; in the data active = inhibition mostly above about 23%, no sharp cut-off; inactive = mostly below about 18%;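 also: 0% = cells with DMSO and 100% = no-cell wells with DMSO; some compounds called inactive have numbers as strong as hits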
Target sequence (P47898 whole entry, looked up): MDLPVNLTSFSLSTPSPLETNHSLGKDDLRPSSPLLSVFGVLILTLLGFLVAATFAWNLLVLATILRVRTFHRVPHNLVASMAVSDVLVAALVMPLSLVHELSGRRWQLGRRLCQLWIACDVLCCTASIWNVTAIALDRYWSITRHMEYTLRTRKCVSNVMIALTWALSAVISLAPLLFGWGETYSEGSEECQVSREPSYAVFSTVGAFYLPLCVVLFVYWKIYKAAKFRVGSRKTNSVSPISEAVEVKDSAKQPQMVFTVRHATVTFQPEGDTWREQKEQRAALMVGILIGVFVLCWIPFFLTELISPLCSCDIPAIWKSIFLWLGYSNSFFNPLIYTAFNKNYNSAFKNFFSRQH
Starred values were filed as active, the others as inactive; nt = no result given.

Each structure is followed by: PKA-R1A activ	OPRM1-OPRD1 ag	Ecoli viability	phage Ecoli inh	OPRM1-OPRD1 inv	PKA-R2B act	Tat export inh	AddAB inh	Mot1-301 SUMO	PfHsp90 yeast 2	HTR5A inv ag
1: Cc1ccccc1/C=C1\Sc2ccc(C(=O)N3CCN(c4ccccn4)CC3)cc2N(C)C1=O
→ 0	0.5	-1.2	nt	-3	8	4	1.4	-10	-13	-8
2: CN(Cc1ccccc1)C(NC(=O)c1ccccc1)C(Cl)(Cl)Cl (centres undefined)
→ -5	-1.0	0.3	1.6	5	-7	5	1.6	11	11	-10
3: O=[N+]([O-])c1ccc(C=NNC(=S)Nc2ccc(F)cc2)cc1
→ -1	7.9	nt	4.6	-41	-7	-5	nt	nt	-8	-17
4: O=C(Nc1ccccc1)c1nn(-c2cccc(C(F)(F)F)c2)ccc1=O
→ 1	-0.5	2.5	5.0	3	6	-1	1.0	-9	-35	-11
5: O=C(Cn1c(COc2ccccc2)nc2ccccc21)Nc1cc(Cl)ccc1Cl
→ -9	nt	0.6	3.8	nt	2	-4	2.9	17	-5	nt
6: CC1=NN(c2ccccc2)C(=O)C1N=Nc1ccccc1 (centres undefined)
→ -4	0.4	0.5	3.9	-3	0	2	3.0	-2	-2	20
7: CCCC1(C(=O)OC)NC(c2cc(OC)c(OC)c(OC)c2)C2C(=O)N(CC)C(=O)C21 (centres undefined)
→ -7	-0.9	0.8	-1.1	5	8	-4	2.3	20	7	2
8: Cn1c(N)c(C(=O)COC(=O)Cc2ccc(F)cc2)c(=O)n(C)c1=O
→ -8	-1.4	nt	1.6	9	6	0	nt	nt	1	-21
9: CC(Sc1nncn1C)C(=O)NCc1ccc2c(c1)OCO2 (centres undefined)
→ 10	-4.9	-0.8	-2.1	22	1	-8	0.7	11	-24	13
10: C=CCNC(=O)c1cc(-c2cccnc2)nc2ccccc12
→ -4	-3.0	1.0	1.2	13	4	6	1.3	441*	7	8
11: C=CCC1(CC=C)CCCN1C(=O)c1cc(COc2cccc(OC)c2)on1
→ -15	5.3	-1.6	1.0	-27	-5	15	1.4	-3	-5	-23
12: O=C(CC1OC(=O)c2ccccc21)NNC(=O)c1ccc(F)cc1 (centres undefined)
→ 3	-1.7	-0.7	1.2	7	-6	-5	0.2	-17	-22	4
13: O=[N+]([O-])c1ccc(/C=N/Nc2nc(N3CCOCC3)nc(N3CCOCC3)n2)cc1
→ 4	-4.1	0.0	nt	19	-6	-1	4.5	3	nt	-1
14: O=C(NCc1ccc(F)cc1)c1ccc(Cl)c(NC2=NC3CS(=O)(=O)CC3S2)c1 (centres undefined)
→ -10	-0.8	-2.5	3.5	5	-1	1	0.5	9	-5	-38
15: O=C1NCCCc2c1no[n+]2[O-]
→ 5	-0.9	0.6	1.6	5	-7	6	2.4	-8	22	-16
16: COc1ccc(N(CC(=O)N/N=C(\C)c2ccc(C)cc2)S(=O)(=O)c2ccccc2)cc1
→ -2	-4.1	2.6	2.6	19	-2	-3	2.0	26	5	20
17: C/C(NCc1cccnc1)=C(\C#N)C(=O)NCc1ccccc1
→ 8	-1.4	0.8	0.2	8	0	-4	-0.2	-19	-21	-3
18: Cc1cccc(C(=O)NC(=S)Nc2ccccc2C(F)(F)F)c1
→ -9	0.0	-3.3	2.8	0	-2	-5	2.2	7	-31	-11
19: CCCC(=O)Nc1ccc(S(=O)(=O)Nc2cc(OC)ncn2)cc1
→ 6	-1.7	nt	1.3	6	-11	-9	nt	nt	-18	14
20: Cc1nnc(NC(=O)c2cccc(S(=O)(=O)N3CC(c4ccccc4)CC3=O)c2)s1 (centres undefined)
→ 3	-1.1	-1.2	0.8	6	3	2	3.3	-1	5	-2
21: CC(C)(C)NC(=O)c1ccccc1-c1nc2ccccc2s1
→ 2	-0.9	4.0	-1.1	5	1	5	-1.1	226	15	16
22: CCc1ccccc1NC(=O)C(C)n1nc([N+](=O)[O-])c(Br)c1C (centres undefined)
→ 5	2.4	2.2	3.3	-14	8	3	2.4	-5	-6	-9
23: Cc1ccc(C)c(OCC(O)CNC2CCCC2)c1 (centres undefined)
→ 2	0.7	0.3	1.3	-3	11	-1	4.8	-9	-10	4
24: COc1ccc(OC)c(-n2c(=S)[nH]c3cc(C(=O)N4CCC(C(N)=O)CC4)ccc3c2=O)c1
→ 10	-2.8	0.6	0.5	18	3	-5	3.8	4	31	-1
25: CCCOC1CCCN(C(=O)c2ccc(OC3CCN(C(=O)COC)CC3)cc2)C1 (centres undefined)
→ -3	-1.5	-2.6	0.6	8	1	-16	2.7	-8	-2	-4
26: CC1CCN(c2nc(-c3ccccc3O)nc3ccccc23)CC1
→ -7	-1.3	-1.6	3.2	7	-11	-6	0.0	4	nt	-7
27: COc1ccc(Nc2cc(Nc3cccc(OC)c3)ncn2)cc1
→ 1	-1.6	0.4	2.4	8	-5	7	0.1	-11	-3	-18
28: O=C(Nc1ccc(NC(=S)NC(=O)c2ccccc2F)cc1)c1cccs1
→ -1	-2.1	4.8	6.3	10	9	-3	3.6	0	12	3
29: COc1cccc(/C=N/NC(=O)C(=O)NCc2cccnc2)c1O
→ -10	-2.7	-0.5	2.3	14	-13	1	-0.1	0	10	33
30: COc1cc(NC(=O)c2cc(OC)c(OC)c(OC)c2)ccc1NC(=O)c1cccs1
→ 0	-5.5	0.6	0.9	18	-8	23	-1.3	12	31	18
31: CC1(C)CC(=O)C2=C(C1)OC(N)=C(C#N)C2c1ccsc1 (centres undefined)
→ -3	-2.7	-3.5	0.1	15	-13	-10	-0.3	16	-5	6
32: NS(=O)(=O)c1ccc(NC(=O)COC(=O)c2cc3ccccc3oc2=O)cc1
→ -5	1.8	-1.7	0.5	-10	-9	1	0.4	-25	13	16
33: O=C(NC1CCCCCC1)C1CCN(S(=O)(=O)N2CCC3(CC2)OCCO3)CC1
→ -8	-1.0	0.1	0.0	6	-1	0	2.4	3	5	-10
34: CC12CC3CC(C)(C1)CC(C(=O)NCc1cccnc1)(C3)C2
→ 6	-2.1	0.0	1.8	10	1	1	2.7	-6	7	-9
35: COc1ccc(C)cc1N(C(=O)c1ccc(C#N)cc1)C1=NC(C)(C)CS1
→ -6	-3.2	1.3	2.3	14	4	0	0.1	-10	34	-1
36: CCOCCCNC(=O)C(NC(=O)Cc1cccs1)c1ccccc1 (centres undefined)
→ -1	-1.9	-3.7	2.5	9	-3	-2	4.6	-17	8	31
37: Nc1cc(=O)[nH]c(SCC(=O)Nc2ncc(C(F)(F)F)cc2Cl)n1
→ -2	-1.1	-0.3	0.7	6	-3	-9	4.4	0	-40	1
38: COc1ccccc1NC(=O)N1CCCC1C(=O)Nc1ccc2c(c1)OCO2 (centres undefined)
→ -5	-3.2	-1.5	0.1	20	1	-2	2.0	-6	-5	-11
39: Cc1cc(C)c2c(=O)n(CC(=O)Nc3cccc(F)c3)sc2n1
→ 1	-1.2	1.1	1.3	6	-11	-3	1.9	503	8	10
40: COc1ccccc1C1SCCN1C(=O)c1ccc([N+](=O)[O-])cc1 (centres undefined)
→ 11	-0.3	-0.3	3.2	2	0	-1	0.0	-16	5	-23
41: Cc1ccc(CN(C)C(=O)c2cccc(S(=O)(=O)N3CCN(c4ccccc4)CC3)c2)cc1
→ -2	2.0	nt	1.2	-8	0	8	nt	nt	25	-9
42: CCOC(=O)c1sc(=S)n(C)c1NC(=O)c1ccccc1
→ -1	-1.4	-0.7	2.2	8	-3	-8	2.1	-12	9	-15
43: COc1cc(OC)cc(C(=O)OC/C(O)=C(\C#N)c2nc3ccccc3[nH]2)c1
→ -2	5.7	1.3	-1.1	-31	4	-1	3.1	-15	-21	6
44: CCCCC(=O)N1CCN(c2nc3ccc(F)cc3s2)CC1
→ 3	-1.1	-0.3	0.7	6	-6	6	0.7	-1	8	-17
45: COc1ccc2nc(-c3ccccc3)cc(C(=O)OCC(=O)N3CCCCC3)c2c1
→ -10	3.5	-1.2	2.3	-14	-3	5	1.9	-4	31	-15
46: CC1(C)O[C@@H]2[C@H](O1)[C@@H](CO)O[C@H]2n1cc(Br)c(=O)[nH]c1=O
→ -4	-1.6	0.1	3.0	7	-9	-7	-0.6	-18	0	-2
47: O=S(=O)(c1ccc(NC(=S)NCCC(c2ccccc2)c2ccccc2)cc1)N1CCOCC1
→ 3	4.1	0.0	-0.8	-21	9	-10	3.0	-5	4	-9
48: CCOC(=O)Nc1ccc2c(c1)nc1n2CCN(CCOC)C1
→ -7	nt	0.7	0.1	nt	0	-1	-0.4	-3	-5	nt
49: O=C(c1cc2ccccc2oc1=O)N(Cc1ccco1)Cc1cccs1
→ -9	1.1	1.1	4.2	-6	7	-4	1.9	-9	nt	6
50: COc1ccc(S(=O)(=O)Nc2noc3ccccc23)cc1
→ 3	0.3	0.9	2.9	-1	-9	1	-2.5	10	-3	1
51: CC(C)Cc1nnc(NC(=O)c2ccc([N+](=O)[O-])cc2)s1
→ 6	-1.2	1.7	0.4	7	1	-3	2.8	-15	34	-10
52: COc1ccc(S(=O)(=O)N2CCNCC2)cc1OC
→ -2	-2.4	1.2	5.5	14	-4	-6	2.5	-10	-32	7
53: CC(C)OCC1CO1 (centres undefined)
→ 2	-0.4	-1.4	1.2	2	-2	-4	-2.5	13	37	1
54: COc1cc(OC)cc(C(=O)NCC(=O)OCC(=O)NCc2ccco2)c1
→ -2	-4.2	-0.5	0.1	18	-1	1	-0.8	1	-37	-7
55: Cc1cccc(OC(C)C(=O)NCc2ccc(S(N)(=O)=O)cc2)c1 (centres undefined)
→ -3	-2.2	-0.3	0.4	12	-1	-7	3.1	-10	-1	-21
56: O=C(NCc1ccccn1)C(=O)Nc1nc(C23CC4CC(CC(C4)C2)C3)cs1
→ -6	1.2	-3.3	-1.6	-7	1	10	-3.3	5	2	5
57: O=C(Nc1ccc(N2CCOCC2)c(Cl)c1)c1ccc(S(=O)(=O)N2CCOCC2)cc1
→ -8	-1.4	-2.1	1.4	7	6	-4	1.8	168	9	-11
58: COc1cccc(/C=N/NC(=O)CCNc2n[nH]c(=O)[nH]c2=O)c1OC
→ 3	-2.5	-2.0	3.7	14	7	-1	1.6	-2	-43	2
59: CCCCCCCC(=O)NNC(=O)CCC(=O)O
→ 7	-0.2	0.8	2.0	1	-9	3	1.0	-22	-8	-24
60: CC(C)CCNc1nc(N2CCCC2)c2c(c1C#N)CCN(C)C2
→ 6	3.0	-0.3	1.7	-18	6	9	0.2	-31	-94	10
61: COc1ccc(NC(=O)CCC(=O)N2CCN(S(=O)(=O)c3ccc(C)cc3)CC2)c(OC)c1
→ -2	-3.1	0.7	2.4	16	-9	-2	-1.2	172	-3	10
62: C[C@H](CO)N1C[C@H](C)[C@@H](CN(C)C(=O)Nc2ccccc2)Oc2ccc(NC(=O)C3CCCCC3)cc2C1=O
→ -6	-2.1	1.8	2.1	12	-4	-1	3.6	-13	4	-12
63: CC(NC(=O)c1ccccc1F)c1nnc(SCC(=O)Nc2nccs2)n1C (centres undefined)
→ 11	-2.9	0.1	0.9	15	-7	-6	3.1	-5	26	0

Screening results (PubChem BioAssay)
